Assay outcomes: PubChem BioAssay, The Scripps Research Institute Molecular Screening Center
UHRF1 MBD2 ctr: UHRF1 methyl-DNA binding inhibition; Q96T88; UHRF1 binding to methylated oligo, TR-FRET; inhibition, % at 4.4 µM; actives 0.75% (n = 370,000); AID 687016; in the data active means inhibition above about 21%;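 further: UHRF1 SRA domain binding a hemimethylated CpG hairpin DNA probe; 0% = median of test compound wells and 100% = reference inhibitor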
KLK7 zymogen act: proKLK7 (human) activation, primary screen | actives 0.9% (n = 370,000) | P49862 | activation, % at 7 µM | purified proKLK7, EDANS-DABCYL substrate fluorescence; 100% is mature enzyme control, 0% vehicle | AID 652039;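 active means activation above the mean of all tested compounds plus 3 SD, computed per campaign excluding outliers beyond control limits, cut at about 13% in these data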
ADAM17 inh: inhibits human ADAM17; AID 720648; actives 0.83% (n = 370,000); recombinant ADAM17, EDANS/DABCYL FRET peptide cleavage; inhibition, % at 6.95 µM; P78536;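 active means inhibition above the mean of compounds lying between control limits plus 3 SD, set per campaign, cut at about 8.5% in these data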;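 further: 0% = DMSO-only wells as the low control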
ARFGAP1 inhibitor: rat ARFGAP1 inhibition | actives 0.26% (n = 360,000) | AID 651572 | inhibition, % at 16.5 µM | Arfgap1-stimulated ARF1 GTP hydrolysis, GDP FP detection | Q62848;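 active means inhibition above a per-plate limit, mean inhibition of low control wells plus 3 SD, cut at about 25% in these data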;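 further: 0% = DMSO wells with enzyme and 100% = wells lacking Arfgap1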
Target sequence (Q62848 1-136 limits assumed): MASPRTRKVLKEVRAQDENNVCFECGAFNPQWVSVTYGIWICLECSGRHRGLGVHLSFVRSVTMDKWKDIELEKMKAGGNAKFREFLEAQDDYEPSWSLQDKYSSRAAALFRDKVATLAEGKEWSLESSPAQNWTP
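Material: rat Arfgap1 GAP domain (His6, aa 1-136), purified enzyme. Also added: human ARF1(Δ1-17)-GTP substrate. Compound dosing: 16.5 µM single point, 1.26% DMSO. Timing: enzyme reaction 120 min at 25 °C after 20 min preincubation. Signal: GDP detection by fluorescence polarization. Read-out basis: percent inhibition of GAP-stimulated GDP formation, scaled between DMSO and no-Arfgap1 medians.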
Tn6 DDE FP: disrupts Tn6 cyclic peptide binding to fibrin D-Dimer-E complex; P02675; actives 0.21% (n = 370,000); AID 720509; inhibition, % at 8.3 µM; Fibrin DD(E) TRITC-Tn6 fluorescence polarization displacement;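 active means inhibition above a per-campaign cutoff: mean of compounds within control limits plus 3 SD, cut at about 15% in these data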;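 further: 0% = median of all compound wells on the plate and 100% = blocking peptide control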
ASAP1 inh: ASAP1 ArfGAP inhibition; Q9ULH1; ASAP1-stimulated ARF1 GTP hydrolysis, GDP FP detection; inhibition, % at 16.5 µM; actives 0.19% (n = 360,000); in the data active means inhibition above about 25%;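 further: 0% = vehicle with enzyme and substrate and 100% = no enzyme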
Target sequence (Q9ULH1 325-724 limits assumed): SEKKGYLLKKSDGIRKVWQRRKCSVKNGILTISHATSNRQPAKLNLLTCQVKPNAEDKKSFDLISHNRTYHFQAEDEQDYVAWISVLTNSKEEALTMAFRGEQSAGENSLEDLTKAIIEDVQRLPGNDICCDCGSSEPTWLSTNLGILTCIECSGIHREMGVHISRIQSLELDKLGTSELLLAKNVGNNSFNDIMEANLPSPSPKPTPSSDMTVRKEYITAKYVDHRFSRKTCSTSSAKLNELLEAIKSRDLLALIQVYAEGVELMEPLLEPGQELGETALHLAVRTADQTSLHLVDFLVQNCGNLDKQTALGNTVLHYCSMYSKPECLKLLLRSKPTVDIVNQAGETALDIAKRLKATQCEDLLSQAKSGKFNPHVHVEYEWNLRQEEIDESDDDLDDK
PLCb3 inh: blocks human PLC-beta3 enzyme activity; Q01970; Purified PLC-beta3, fluorogenic substrate, fluorescence; inhibition, % at 12.2 µM; actives 0.18% (n = 370,000); in the data active means inhibition above about 11%;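 further: 0% = median of compound wells on plate and 100% = full blocker control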
Tn7 DDE FP: DD(E)-Tn7 binding inhibition, primary FP screen. FP displacement of FITC-Tn7 peptide from fibrin DD(E); 0% = median of compound wells per plate. inhibition, % at 8.3 µM. actives 0.13% (n = 370,000);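 active means inhibition above the mean of compounds falling within the control limits plus 3 SD of them, cut at about 14% in these data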;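 further: 0% = plate median of compound wells and 100% = 10 µM Aha-Tn7 peptide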
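Test system – human fibrin DD(E) · Times – 10 min preincubation, 3 h with tracer, room temperature · Detection – fluorescence polarization of the labelled Tn7 tracer · Measure – percent inhibition normalized to high-control wells · Benchmarks – high control wells with 10 µM unlabelled Aha-Tn7 peptide (full inhibition) · Repeats – singlicate testing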
MBD2 inh: inhibitors of human MBD2 binding to methylated oligonucleotide; Q9UBB5; TR-FRET; inhibition, % at 4.4 µM; actives 0.31% (n = 370,000); in the data active means inhibition above about 13%
Target sequence (Q9UBB5 whole entry, looked up): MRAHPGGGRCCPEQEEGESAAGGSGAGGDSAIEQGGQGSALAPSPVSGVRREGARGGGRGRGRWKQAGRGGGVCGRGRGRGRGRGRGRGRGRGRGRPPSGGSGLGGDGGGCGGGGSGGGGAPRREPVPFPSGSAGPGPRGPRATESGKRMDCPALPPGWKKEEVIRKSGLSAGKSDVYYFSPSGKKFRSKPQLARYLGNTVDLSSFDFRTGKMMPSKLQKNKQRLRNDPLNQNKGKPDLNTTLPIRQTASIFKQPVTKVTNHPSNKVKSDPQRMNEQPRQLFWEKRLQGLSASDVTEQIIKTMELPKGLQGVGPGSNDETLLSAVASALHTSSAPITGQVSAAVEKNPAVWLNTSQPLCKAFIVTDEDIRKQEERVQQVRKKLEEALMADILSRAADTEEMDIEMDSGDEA
PLC-gamma1 inh: PLC-gamma1 (human) inhibition, primary screen. actives 0.84% (n = 370,000). purified PLC-gamma1, fluorogenic substrate, fluorescence. inhibition, % at 12.2 µM. P19174; in the data active means inhibition above about 9.5%
The depositor's hits bear a star; · = not tested or not shown. Random draw from the library; 4.1% or so of the library scored in one or more.

SMILES	UHRF1 MBD2 ctr	KLK7 zymogen act	ADAM17 inh	ARFGAP1 inhibitor	Tn6 DDE FP	ASAP1 inh	PLCb3 inh	Tn7 DDE FP	MBD2 inh	PLC-gamma1 inh
CCSc1nnc(NC(=O)c2ccc(F)c(S(=O)(=O)N3CCOCC3)c2)s1	3	0.3	-4	-4	2	9	-24	-2	5	-1
CCCCOc1ccc(N2C(=O)C(C)CNC2=S)cc1 (configuration not stated)	4	-0.1	-11	0	-4	2	0	12	2	4
O=C(O)c1ccccc1-c1nc2ccccc2[nH]1	2	0.1	-2	5	-1	8	-5	-5	0	-6
CC1Oc2ccccc2C(=O)N(CC(=O)c2ccc3c(c2)OCCO3)C1=O (configuration not stated)	-2	0.5	2	3	5	2	-5	1	2	0
Cc1ccc(/C=c2\sc3nc(-c4cccnc4)nn3c2=O)cc1	-6	0.3	-2	6	11	-8	-7	3	-3	-5
O=[N+]([O-])c1cc(S(=O)(=O)Nc2ccccc2)ccc1NCc1cccnc1	-3	0.2	-1	11	4	3	-1	-1	0	-1
CCn1cc([N+](=O)[O-])c(C(=O)N2N=C(c3ccccc3)CC2c2ccc([N+](=O)[O-])cc2)n1 (configuration not stated)	0	0.1	7	-2	-7	1	5	-7	2	6
Cc1ccc(-c2nc(CS(=O)(=O)CC(=O)Nc3cc(F)ccc3F)c(C)o2)cc1	1	-0.1	-5	-18	0	-9	1	-6	0	1
Cc1cc(C)n(-c2nc3ccccc3nc2N2CCOCC2)n1	1	1.2	-1	-8	-1	2	-8	3	-4	-8
CCc1c(C)nc(N)c(C#N)c1-c1ccccc1	-2	0.5	-5	10	-6	-1	2	0	1	-1
COc1ccc(C(=O)COC(=O)c2ccc(-n3cnnn3)cc2)c(OC)c1	-3	-0.2	-1	-9	6	-10	-2	8	-5	-2
O=C(c1cc(C2CCCCN2S(=O)(=O)c2cccs2)on1)N1CCOCC1 (configuration not stated)	-1	-0.2	-4	-3	-6	-6	1	7	2	0
COC(=O)Cn1c(=O)c2c(n(Cc3ccccc3)c1=O)N/C(=C/c1ccc(Br)cc1)C2=O	-1	-1.2	-5	-5	-1	8	-149	1	0	-94
NC(=O)c1nsc(C(=O)N(CC(=O)NC2CCCC2)Cc2ccc3c(c2)OCO3)c1N	-2	0.3	-28	-5	-2	-1	-36	6	1	-19
O=C(COc1ccc(Cl)cc1)OCC(=O)N1CCOCC1	0	0.1	-2	7	2	-16	-4	2	-4	-2
COC(=O)c1sc(NC(=O)c2ccco2)nc1C	2	-0.8	1	-5	-7	1	0	-6	-3	1
O=C(c1ccc(C(F)(F)F)cc1)N1CCC(=O)N([C@H](COCc2ccccc2)Cc2ccccc2)CC1	-1	-0.1	4	0	8	-4	1	11	3	2
COc1ccc(C(=O)c2coc3ccc(O)cc23)cc1	-2	-0.1	0	-22	5	1	-6	1	-1	0
CCOc1ccc2nc(NC(=O)C3CCN(c4cnccn4)CC3)sc2c1	6	-9.1	-27	10	-10	5	-142	-2	0	-97
O=c1ccc2cc3c([nH]c4ccc(Br)cc43)oc-2c1O	19	5.0	4	13	-18	15	-10	-15	1	10*
COc1cccc(NC(=O)CCC2CCN(C(=O)c3scnc3C)CC2)c1	-2	0.0	-6	4	-1	-11	-5	5	3	-1
O=C(Cn1c(=O)oc2ccccc21)Nc1ccc(S(=O)(=O)N2CCCCC2)cc1	5	-0.8	-3	2	3	-14	2	-8	0	0
COc1ccc2c(c1)CN1C(=O)N(Cc3ccccc3)S(=O)(=O)CC21 (configuration not stated)	2	0.2	4	·	-1	·	4	-5	2	3
CCc1cc2c3c([nH]c2cc1S(=O)(=O)NCCCOC)CC(C)(C)CC3=O	2	-0.1	-3	7	-1	8	-6	10	1	-1
COc1ccc(C(c2sc3nc(C)nn3c2O)N2CC(C)OC(C)C2)cc1OC (configuration not stated)	-3	0.2	0	1	1	5	-4	-3	-2	-39
CC(C)(C)c1ccc(CNc2cc(N3CCOCC3)ccc2[N+](=O)[O-])cc1	-2	-0.1	5	6	-9	-6	4	-3	-6	3
CCCCn1c(N)c(N(CC(C)C)C(=O)COC(=O)Cc2cccc(OC)c2)c(=O)[nH]c1=O	-1	0.4	-1	11	0	0	-2	7	-10	-1
CN(C)c1ccc(CC2C(=O)Nc3ccccc32)cc1 (configuration not stated)	-3	0.7	-5	-6	1	6	-12	-5	5	-3
c1ccc(C(CN2CCOCC2)c2ccccc2)cc1	7	-0.8	-3	4	-4	8	4	1	8	0
O=C(O)CNC(=O)c1ccc(OC(F)F)cc1	0	-1.8	-3	2	-8	-2	3	-3	-4	-1
Cc1ccc2nc(NCCCN3CCOCC3)c(C=NCCCN3CCOCC3)c(=O)n2c1	-5	0.1	-116	13	3	8	-156	0	-1	-128
CCOc1ccc(NC(=NCc2ccc3c(c2)OCO3)SC2CC(=O)N(c3ccc(C(=O)O)cc3)C2=O)cc1 (configuration not stated)	3	-0.4	3	-6	2	-10	-1	-3	3	2
Nc1ccc(O)c2c(=O)cc(-c3ccccc3Cl)oc12	-16	1.0	0	0	-11	28*	4	-3	-3	5
CCc1ccccc1NC(=O)Nc1ccc(F)cc1	0	0.5	-3	2	-5	-6	1	2	-2	2
O=C(CCN1Cc2ccccc2C1)c1ccc2c(c1)OCCO2	-1	0.5	4	9	-3	-5	-4	-2	-1	-1
Cc1ccccc1C(=O)N=c1sccn1C	3	0.3	-3	-9	-3	5	-11	10	4	-6
COc1cc(C(=O)N2CCN(c3ccccc3)CC2)c2ccccc2n1	4	0.0	0	11	1	6	2	5	4	-2
COc1ccc(C(CNC(=O)CSc2ccc(Br)cc2C)N2CCOCC2)cc1 (configuration not stated)	3	0.5	0	4	-3	17	-1	3	-1	3
NC(=S)N1OC[C@@H]2COc3ccc4ccccc4c3[C@@H]21	1	0.1	-1	-4	10	-2	1	2	0	4
COc1ccc(C(=O)Nc2cc(OC)c(NC(=O)c3ccco3)cc2OC)cc1	-3	-4.2	-4	-15	7	1	-51	7	-4	-34
Cc1ccc(S(=O)(=O)c2nc(-c3ccccc3Cl)oc2N2CCN(C)CC2)cc1	1	0.1	-2	-2	-5	-9	0	0	-3	0
Cc1ccc(NC(=O)CCN2CCN(CCO)CC2)cc1	1	-0.5	-2	-7	1	1	-5	-5	3	-3
CC(C)CC(N)c1csc(Nc2cc(Oc3ccccc3)ncn2)n1 (configuration not stated)	-1	-0.2	0	7	4	4	2	-1	1	3
Cn1c2ccc(Br)cc2c2nnc(SCC(=O)O)nc21	1	0.0	-4	5	-3	-1	-6	3	7	-1
O=C(Cn1cc(-c2ccccn2)nn1)NS(=O)(=O)c1cccc(OC(F)F)c1	12	0.1	-1	-13	-10	1	4	-4	7	3
COc1cccc(OCC(=O)Nc2cc(NC(=O)COc3cccc(OC)c3)cc(C(=O)O)c2)c1	-1	0.0	1	-5	-5	-10	-7	1	-7	1
CC1CC(=O)N(c2ccc(NCc3ccc(Cl)cc3)c([N+](=O)[O-])c2)C1=O (configuration not stated)	1	0.2	-3	-12	-1	-8	3	-3	-1	3
CCCC(=O)N1CCC[C@]2(CC[C@H](CCC#N)O2)C1	0	-0.3	1	·	-3	·	-3	0	0	-1
CCOC(=O)Cc1csc(-n2sc3ccccc3c2=O)n1	3	3.8	2	2	1	0	-8	-6	-5	-7
COC(=O)c1ccccc1N=Nc1c(N)[nH][nH]c1=O	-26	0.1	5	21	2	-9	1	1	-21	3
O=C(CCNc1n[nH]c(=O)[nH]c1=O)N/N=C\c1ccc(Br)cc1	0	-0.1	-2	4	3	-7	-2	6	-5	0
CC(C)=NOC(=O)c1c(C)noc1-c1snnc1C	0	0.5	-4	-8	7	3	-2	9	1	-1
CCCN1CC23C=CC(O2)C(C(=O)O)C3C1=O (configuration not stated)	-1	0.1	-3	1	-4	6	4	-7	3	3
COC(=O)c1c(NC(=O)C(=O)NCCCN2CCOCC2)sc2c1CC(C)(C)OC2	0	0.1	-5	3	3	-1	-11	-6	-5	-5
Cc1ccnc(NS(=O)(=O)c2ccc(NC(=O)CCS(=O)(=O)c3ccccc3)cc2)n1	8	-0.9	-2	-7	0	1	-4	-1	2	0
O=C(O)c1cc(N2C(=O)C=CC2=O)cc(N2C(=O)C=CC2=O)c1	97*	1.6	-8	4	2	2	-7	-3	80*	1
CCOC(=O)N1CCC(N(CCN(C)C)C(=S)Nc2ccc(Oc3ccccc3)cc2)CC1	-2	0.4	-2	-1	-8	6	-9	9	2	-1
O=S1(=O)CCN(Cc2ccncc2)CC1	2	0.2	-1	-4	3	-3	3	-10	2	0
Cn1cccc1C(=O)NC(=O)COC(=O)CNC(=O)CNC(=O)c1ccc(Cl)cc1Cl	-1	-0.4	-3	0	-1	-9	-23	-7	-1	-20
COCCNC(=S)N(Cc1cc2cc(C)ccc2n2nnnc12)C1CCCC1	3	0.0	5	-5	3	-14	2	-9	-2	3

Entries of single compounds as entered above:
COc1cccc(OCC(=O)Nc2cc(NC(=O)COc3cccc(OC)c3)cc(C(=O)O)c2)c1 in the list: UHRF1 MBD2 ctr: -1; KLK7 zymogen act: 0.0; ADAM17 inh: 1; ARFGAP1 inhibitor: -5; Tn6 DDE FP: -5; ASAP1 inh: -10; PLCb3 inh: -7; Tn7 DDE FP: 1; MBD2 inh: -7; PLC-gamma1 inh: 1
Cc1ccc(NC(=O)CCN2CCN(CCO)CC2)cc1 in the list: UHRF1 MBD2 ctr: 1; KLK7 zymogen act: -0.5; ADAM17 inh: -2; ARFGAP1 inhibitor: -7; Tn6 DDE FP: 1; ASAP1 inh: 1; PLCb3 inh: -5; Tn7 DDE FP: -5; MBD2 inh: 3; PLC-gamma1 inh: -3

2 entries from above, with values under each structure:
Under each structure: UHRF1 MBD2 ctr, KLK7 zymogen act, ADAM17 inh, ARFGAP1 inhibitor, Tn6 DDE FP, ASAP1 inh, PLCb3 inh, Tn7 DDE FP, MBD2 inh, PLC-gamma1 inh
CCOC(=O)N1CCC(N(CCN(C)C)C(=S)Nc2ccc(Oc3ccccc3)cc2)CC1
    -2, 0.4, -2, -1, -8, 6, -9, 9, 2, -1
O=S1(=O)CCN(Cc2ccncc2)CC1
    2, 0.2, -1, -4, 3, -3, 3, -10, 2, 0

(listing goes on)
SMILES	UHRF1 MBD2 ctr	KLK7 zymogen act	ADAM17 inh	ARFGAP1 inhibitor	Tn6 DDE FP	ASAP1 inh	PLCb3 inh	Tn7 DDE FP	MBD2 inh	PLC-gamma1 inh
CC(=O)N(CN1C(=O)c2ccccc2C1=O)c1ccccc1	-2	0.2	-4	3	0	1	1	-11	1	2
CCOC(=O)C1=C(CS(=O)(=O)c2ccc(Cl)cc2)NC(=O)NC1c1ccc(O)c(OC)c1 (configuration not stated)	2	-0.5	2	3	2	-5	-5	4	1	0
Cc1c(NC(=O)c2c(F)cccc2F)c(=O)n(-c2ccccc2)n1C	-1	-0.6	-4	-8	-6	19	1	5	-4	3
COc1ccc(CC(=O)Nc2ccc(-c3nnc(-c4ccccc4)o3)cc2)cc1	-1	-0.4	-5	-3	2	11	-6	5	3	-5
